Screening results: PubChem, National Center for Advancing Translational Sciences (NCATS)
ERG-DNA inh = ERG Ets/DNA interaction inhibition; P11308; fluorescence polarization, His-ERG Ets domain / labelled DNA; Potency, µM (doses to about 76.9 µM), without a hit: at the top dose FP activity, negative = inhibition, actives largely listed as inhibitors; 370,000 tested, 0.028% active; AID 624246; active = well fitted inhibition curve with a large enough effect in the polarisation, with a control signal flat; inconclusive = small, poorly fitted or top-dose-only effect, or effect the other way, or a change in a side signal; inactive = no such curve, though single readings can be large or run the other way; the % refers to the polarisation;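 also: polarization taken with two DNA probes labelled with fluorescein and Texas red; potency is read from the fitted curve at half-maximal effect; % of control where 0% means no effect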
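His-tagged ERG Ets domain (1 uM in the protein solution; 300mM KCl, 50mM Tris-HCl, 1mM EDTA, 1mM DTT, pH 7.5) received compound, then a probe mix of 5 nM fluorescein-DNA and 100nM Texas-615-DNA. Fluorescence polarization was read for both dyes.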
G9a inh = blocks human histone lysine methyltransferase G9a. Q96KQ7. G9a H3K9 monomethylation, AlphaScreen, 2 h. Potency, µM (doses to about 102 µM), without a hit: top-dose activity, negative = inhibition, most hits filed as inhibitors. 350,000 tested, 8.8% active; also: potency is read from the fitted curve at half-maximal effect; % is scaled to controls: 0 for no effect and ±100 for the full control effect; nearly all actives have a fitted effect of over 75% in size
Target sequence (Q96KQ7 913-1193 limits assumed): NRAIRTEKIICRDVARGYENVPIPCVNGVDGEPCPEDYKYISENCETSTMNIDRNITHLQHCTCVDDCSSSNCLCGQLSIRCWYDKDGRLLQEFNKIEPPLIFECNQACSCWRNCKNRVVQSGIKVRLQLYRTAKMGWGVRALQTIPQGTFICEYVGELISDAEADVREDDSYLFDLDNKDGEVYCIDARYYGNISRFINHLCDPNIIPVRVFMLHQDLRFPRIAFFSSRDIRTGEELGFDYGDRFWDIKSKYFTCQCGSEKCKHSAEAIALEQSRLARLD
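Signal arises when biotinylated H3K9 peptide, once monomethylated, bridges streptavidin donor and antibody-captured acceptor beads. Enzyme at 20 nM was preincubated 15 min with test compounds; peptide 500 nM and SAM 20 uM then reacted for 2 h.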
HP1b chromo inh = inhibitors of HP1-beta chromodomain binding to methylated histone tails. 390,000 tested, 0.56% active. Potency, µM (highest dose often 114 µM), for the others: at the top dose activity change, negative = inhibition, most hits filed as inhibitors. AlphaScreen HP1-beta / biotin-H3K9me3 peptide binding. AID 540317; also: potency is read from the fitted curve at half-maximal effect; nearly all actives have a fitted effect of over 70% in size; inactives centre near 23
Target sequence (P83916 whole entry, looked up): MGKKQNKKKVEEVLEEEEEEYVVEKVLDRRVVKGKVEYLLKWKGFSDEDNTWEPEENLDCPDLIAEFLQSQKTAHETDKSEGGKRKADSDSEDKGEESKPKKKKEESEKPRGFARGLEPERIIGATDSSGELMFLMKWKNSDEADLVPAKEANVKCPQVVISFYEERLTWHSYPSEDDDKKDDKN
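AlphaScreen: HP1-beta (50 nM) preformed 30 min with biotin-H3(1-18)K9me3 peptide (50 nM) in PBS pH 7.4, 0.01% Tween-20. Compound added for 30 min at RT, then streptavidin donor/nickel chelate acceptor beads (10 ug/mL) for 30 min.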
12-LOX inh = blocks human arachidonate 12S-lipoxygenase | P18054 | purified 12hLO, xylenol orange hydroperoxide absorbance | Potency, µM (series often up to 108 µM), for inactives: at the top dose activity change, negative = inhibition, actives largely listed as inhibitors | 580,000 tested, 1.1% active | AID 1671190; also: potency is read from the fitted curve at half-maximal effect; % is scaled to controls: 0 for no effect and ±100 for the full control effect
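Purified human 12hLO at 150 nM in 25 mM Hepes, 0.01% Triton X-100, pH 7.0, preincubated 15 min at room temperature with compound. Reaction started with 40 uM arachidonic acid, 30 min at room temperature. Hydroperoxide measured by Fe-xylenol orange, 573/405 nm absorbance ratio.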
BAZ2B inh = blocks human BAZ2B | Potency, µM (top dose mostly 114 µM), for inactives: at the highest dose activity change, negative = inhibition, actives largely listed as inhibitors | Q9UIF8 | AlphaScreen BAZ2B-H3K14Ac peptide displacement | 360,000 tested, 4.4% active | AID 504333; also: potency is read from the fitted curve at half-maximal effect; % is scaled to controls: 0 for no effect and ±100 for the full control effect; nearly all actives have a fitted effect of over 60% in size
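Compounds, titrated to a top concentration of 110 uM, were incubated 30 min at room temperature with preformed BAZ2B/acetyl-K14 H3 peptide complex (50 nM each). Proximity signal was measured by AlphaScreen after 20 min with beads.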
GLS inh = glutaminase GLS (human) inhibition; O94925; GLS enzymatic activity, qHTS titration; Potency, µM (titrated, usually from 45.5 µM), for the others: at the highest dose activity change, negative = inhibition, hits mostly inhibitors; 410,000 tested, 0.21% active; also: potency is read from the fitted curve at half-maximal effect; % is scaled to controls: 0 for no effect and ±100 for the full control effect
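Human kidney-isoform GLS in 45 mM KH2PO4 pH 8.2, 0.02% Tween-20, with compound, started with 1mM L-Glutamine (added stock). Glutamate oxidase/HRP/Amplex red coupled fluorescence read at start and after 30 min at RT.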
RGS4 inhibitor = blocks human RGS4-accelerated GTP hydrolysis; P49798; Transcreener GDP fluorescence polarization, RGS4-accelerated GTP hydrolysis; Potency, µM (titrated, usually from 114 µM), for inactives: top-dose activity change, negative = inhibition, usual class: inhibitors; 390,000 tested, 0.039% active; also: potency is read from the fitted curve at half-maximal effect; % is scaled to controls: 0 for no effect and ±100 for the full control effect; nearly all actives have a fitted effect of over 75% in size; some results filed as inactive show a strong effect at the top dose
Target sequence (P49798 whole entry, looked up): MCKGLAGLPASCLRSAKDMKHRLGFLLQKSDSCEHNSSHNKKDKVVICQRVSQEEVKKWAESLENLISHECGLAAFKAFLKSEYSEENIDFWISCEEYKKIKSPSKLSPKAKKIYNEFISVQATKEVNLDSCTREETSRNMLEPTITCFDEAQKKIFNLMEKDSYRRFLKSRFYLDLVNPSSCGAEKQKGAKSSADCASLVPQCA
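MLSMR compounds (23 nl, pin-transferred) preincubated 10 min at room temperature with a 500nM (2x) first reagent, then RGS4 at 900nM (2x) plus Transcreener GDP mix added; fluorescence polarization (620/688 nm) read before and after 90 min at 30 °C.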
JMJD2A Tudor = JMJD2A Tudor domain (human) inhibition | O75164 | AlphaScreen JMJD2A-Tudor / H3K4me3 peptide binding | Potency, µM (highest dose often 114 µM), for inactives: at the top dose activity change, negative = inhibition, most hits filed as inhibitors | 390,000 tested, 4.4% active | AID 504339; also: potency is read from the fitted curve at half-maximal effect; % is scaled to controls: 0 for no effect and ±100 for the full control effect; nearly all actives have a fitted effect of over 50% in size
PI4K2A block = inhibitors of human PI4K2A | 420,000 tested, 0.13% active | AID 1346378 | activity change, negative = inhibition, % at 76.9 µM | purified PI4K2A, ADP-Glo luminescence, 1 h; active compounds read low; in the data active = activity change below about -50%; inconclusive = mostly about -30% to -49%;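 also: -100% = wells without enzyme as full effect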
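ADP-Glo luminescence measured ADP generated by PI4K2A enzyme (4 ug/mL before mixing) with 1.2 mM PI substrate (pre-mix) and 300 microM ATP (pre-mix). Tris pH7.5 buffer with MgCl2, Triton X-100; 1 h reaction at ambient temperature.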
* marks the source's active call; other numbers are inactive results; ? = inconclusive; . = no result given; & = joins results of further samples; [ ] = remark or other dose. Unless noted, calls follow the shape of the dose curve; as a rule, active = well fitted curve in the direction sought with a large enough effect; inconclusive = small, poorly fitted or top-dose-only effect, or another doubt; inactive = no such curve, though single readings can be large; an effect the other way counts as inactive or inconclusive.

SMILES | ERG-DNA inh | G9a inh | HP1b chromo inh | 12-LOX inh | BAZ2B inh | GLS inh | RGS4 inhibitor | JMJD2A Tudor | PI4K2A block
C=CC[C@@H](CC(=O)N(CCO)Cc1ccccc1)C(=O)N[C@H](COC(=O)[C@@H](CC=C)CC(=O)OC(C)(C)C)Cc1ccccc1 | -5% | . | 35% | -1% | . | -4% | -4% | -19% | 4
CCCS(=O)(=O)c1c(S(=O)(=O)CCC)c2cc(-c3ccncc3)ccn2c1C(=O)OC | -14% | . | 54%[activator] | 4% | 10% | -6% | -8% | -7%[57.1 µM] | -2
O=S(=O)(NCCc1csc2nc(-c3ccc(F)cc3)nn12)c1ccc(Br)cc1 | -7% | 4%[59 µM] | 28% | 0% | 2% | 2% | -28% | 0% | -2
COc1ccc(CCNS(=O)(=O)c2cc(C(=O)O)c(Cl)cc2Cl)cc1 | 9% | -36% | 42%[activator] | -13% | -21% | -7% | 8% | -6% | 6
Nc1sc2c(c1C(=O)NC1CC1)CCCC2 | 4% | . | ? | ? | . | -4% | ? | ? | -10
COC(=O)c1ccc(NC(=O)COC(=O)CCC2CCCC2)cc1 | 13% | -37%[59 µM] | 23% | 14% | -6% | 0% | -11% | -19% | 3
Cc1ccsc1C(=O)NNC(=O)c1csc(N2CCOCC2)n1 | 7% | 13% | 20% | -4% | 2% | 21% | 13% | -16% | 4
Cc1nnsc1C(=O)NC(C)C12CC3CC(CC(C3)C1)C2 (stereo not drawn) | . | . | 25% | 20% | 12% | -5% | 0% | -7% | 2
Cn1nnc2cc(C(=O)Nc3ccc4ccccc4c3)ccc21 | 3% | 27% | 30% | -5% | -5% | 0% | -8% | 3% | -16
CC1=CC2(O)OCCN(CCO)C2=CC1=O (stereo not drawn) | -2% | ? | 0% | -29% | ? | -5% | 11% | -28% | -12
CSc1nccc(Oc2cncc(Cl)c2)n1 | -4% | 15%[59 µM] | 10% | 1% | 6% | 0% | 9% | -17% | 6
CN(C)c1ccc(-c2cc(O)c3ncccc3c2)cc1 | . | -4%[12.7 µM] | 28% | -6% | 1%&13% | 24% | 18% | ? | -3
COc1cccc(Nc2nc3ccccc3n3nnnc23)c1 | 2% | ? | 51%[activator] | 7% | 3% | 0% | 11% | -4% | -4
CC(C)n1ncc2c(C(=O)N3CCN(c4ccccc4)CC3)cc(-c3ccccc3)nc21 | -3% | 28%[2.33 µM] | 1% | 174%[activator] | -33% | 0% | 16% | -26% | 1
Cc1c(NS(=O)(=O)c2ccc(C(C)(C)C)cc2)c(=O)n(-c2ccccc2)n1C | -1% | -34%[59 µM] | 24% | -24% | -1% | 9% | -15% | -12% | -3
Cc1n[nH]c(=S)n1/N=C/c1ccccc1 | -3% | 10µM* | 24% | 1% | -7% | 11% | -13% | 4µM* | 4
O=C(C1CCCCC1)N1CCN(c2nc(-c3ccc(F)cc3)cs2)CC1 | 1% | -14% | 17% | -18% | -13% | 2% | -11% | -8% | -3
CCN(CC(=O)NCc1ccc(F)cc1)C(=O)Cc1c(F)cccc1Cl | -17% | -13% | 17% | -11% | -6% | -13% | -11% | -10% | 3
O=C1CC(c2ccc(F)cc2)SC(N(c2ccccc2)c2ccccc2)=N1 (stereo not drawn) | 9% | ? | 21% | ? | -5% | 0% | -2% | -13% | 3
O=Cc1cccc(Oc2ncccn2)c1 | 3% | -2% | 36% | 15% | -2% | -3% | -11% | -4% | 4
CCc1noc(C)c1C(=O)Nc1nc(-c2ccc(Cl)cc2Cl)c(C)s1 | 0% | -18% | -12% | -13% | 6% | 2% | -45% | 3% | 3
O=C(COC(=O)CCc1ccc(S(=O)(=O)N2CCOCC2)cc1)Nc1cccc(Cl)c1 | -5% | 4% | 27% | 0% | -13% | -13% | -24% | -7% | 3
O=c1c2ccccc2oc2ncccc12 | -3% | -44%[0.0925 µM] | 33%[activator] | 23% | 0% | -2% | 11%[11.4 µM] | 25%[11.4 µM] | -8
N#Cc1c(NC(=O)Cn2c(=O)oc3ccccc32)oc(-c2ccccc2)c1-c1ccccc1 | -1% | -34%[59 µM] | -10% | ? | ? | 11% | 7% | -35% | 4
COc1ccc(-c2c(C)nc3c(-c4ccccn4)cnn3c2N)cc1 | -8% | 15% | 10% | 0% | -6% | 8% | -12% | -4% | -5

The listing continues:
SMILES | ERG-DNA inh | G9a inh | HP1b chromo inh | 12-LOX inh | BAZ2B inh | GLS inh | RGS4 inhibitor | JMJD2A Tudor | PI4K2A block
COc1ccc(NC(=O)c2ccc(N(C)S(C)(=O)=O)cc2)cc1OC | . | 9%[12.7 µM] | 24% | -17% | 4% | 3% | 11% | -7% | 0
CC(C)c1ccc(/C=N/NC(=O)c2cccc(S(=O)(=O)N3CCOCC3)c2)cc1 | -3% | 11% | 9% | 1% | . | 1% | 10% | -13% | 1
Cc1cc(C(=O)COc2ccccc2C#N)c(C)n1C1CC1 | -15% | 13%[0.501 µM] | 19% | -19% | -9% | -16% | -5% | -5% | -4
CC(=O)c1ccc(OCCCC(=O)OCC(=O)Nc2ccc3[nH]c(=O)[nH]c3c2)cc1 | 12% | 10%[0.501 µM] | -3% | 1% | 6% | -1% | -11% | -30% | -1
Clc1ccc(Cn2cccn2)cn1 | -6% | 21% | 41%[activator] | 0% | 4% | 1% | 0% | 4% | -4
CC(=O)OCC1OC(COC(C)=O)(c2ccc(C)cc2)C(OC(C)=O)C1OC(C)=O (stereo not drawn) | . | . | 27% | 8% | . | 8% | 5% | -6% | 4
Cc1ccc(NC(=O)C2OCCc3ccccc32)cc1Cl (stereo not drawn) | 21% | 33%[12.7 µM] | 83%[activator] | 11% | 25% | 0% | 1% | 23% | 2
COc1ccc(-n2ccnc2SCC(=O)NCc2ccccc2)c(OC)c1 | 11% | ? | 22% | 31%[activator] | 0% | -5% | -12% | -12% | -4
COc1ccc(-n2nc(C(=O)Nc3cccc(C)n3)c3c4ccccc4n(C)c3c2=O)cc1Cl | 2% | 2%[59 µM] | 44%[activator] | -8% | 1% | 10% | -27% | 2% | 3
N/C(=N\OS(=O)(=O)c1ccc2ccccc2c1)c1ccccn1 | -4% | 5µM* | 42%[activator] | 5% | 20µM* | 4% | 8% | 5µM* | -1
CNc1nc(N)c([N+](=O)[O-])c(Nc2cccc(F)c2)n1 | 4% | ? | 17% | 152%[activator] | -17% | 9% | 4% | -9% | 0
O=Cc1c(Nc2cccc(C(F)(F)F)c2)nc2ccccn2c1=O | -2% | -2% | 7% | 25% | 4% | 1% | -13% | -11% | -3
COc1ccc(OC)c(NC(=O)C2CCN(S(=O)(=O)c3ccc(C)cc3)CC2)c1 | 3% | -3%[59 µM] | 9% | -20% | 2% | -5% | 0% | -14% | -1
N#C/C(=C\c1ccncc1)c1nc2c(s1)CCCC2 | 9% | 1% | 34% | -12% | -16% | 1% | -7% | -5% | -1
CCOC(=O)c1noc2ncn(CC(=O)Nc3ccc(F)cc3Cl)c(=O)c12 | 0% | -1%[59 µM] | 24%[57 µM] | -11% | -11% | 8% | -17% | -11% | 2
Cc1cc2c(c(=O)n1CCc1ccccc1)C(C(C)C)C(C#N)=C(N)O2 (stereo not drawn) | -4% | -13%[12.7 µM] | 21% | 3% | -1% | 0% | 0% | -12% | 2
O=[N+]([O-])c1cccc(-n2nncc2-c2ccccc2)c1 | 4% | -4%[59 µM] | 55%[activator] | 7% | -10% | -15% | -14%[56.9 µM] | -14% | 1
CC(=O)N1CCN(c2ccc(NCc3ccc(-c4ccc(Br)cc4)o3)cc2)CC1 | . | . | -22% | ? | . | 5% | ? | 25µM* | -13
Cn1c(CSc2nc3ccccc3s2)nc2ccccc21 | 6% | -50% | 45%[activator] | 0% | -1% | . | -47% | 11% | -2
COc1ccc(CCNC(=O)CCCCn2c(=O)c3ccccc3n(Cc3cccc(C)c3)c2=O)cc1OC | 2% | -4%[59 µM] | 27% | -4% | -10% | 1% | -16% | -19% | 2
COCCn1c(SCC(=O)Nc2ccc3c(c2)CCC3)nc2ccccc2c1=O | 18% | -10%[59 µM] | 31% | -17% | 7% | 7% | 13% | -11% | -4
Cc1ncoc1C(=O)N1CCc2c([nH]c3ccccc23)C1C(C)(C)C (stereo not drawn) | 11% | ? | 19% | -18% | -28% | 4% | -10% | -22% | 0
Cc1ccc(C)c(N2CCN(CCCNC(=O)Cn3cccc3C(=O)c3ccccc3C)CC2)c1 | -1% | -39% | -18% | 221%[activator] | -30% | 22% | 11% | ? | 0
COc1cc(S(=O)(=O)N2CCCCC2)ccc1NC(=O)/C=C/c1ccccc1 | 0% | -6% | 12% | 15% | -1% | 0% | -24% | -18% | 0

BAZ2B inh, entries above that show a hit
SMILES | ERG-DNA inh | G9a inh | HP1b chromo inh | 12-LOX inh | BAZ2B inh | GLS inh | RGS4 inhibitor | JMJD2A Tudor | PI4K2A block
N/C(=N\OS(=O)(=O)c1ccc2ccccc2c1)c1ccccn1 | -4% | 5µM* | 42%[activator] | 5% | 20µM* | 4% | 8% | 5µM* | -1

Not all compounds are listed, so the mix of outcomes need not match the whole.
